Screening data from PubChem BioAssay.
D2 PAM: positively modulates the human D2 dopamine receptor allosterically | 340,000 tested, 0.34% active | HEK293 T-REx D2, calcium flux, EC20 dopamine potentiation | potentiation, % at 10 µM;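 active = potentiation over 3 SD above the plate norm, cut at about 30% in these data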; also: 0% is about no effect
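Using a no-wash calcium dye in inducible, force-coupled HEK293 Trex cells expressing D2, we tracked fluorescence each second for 180 s after compound, then for 180 s after EC20 dopamine to detect augmented signalling.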
Vif-APOBEC3F blk: inhibitors of Vif-A3F interaction | HeLa A3F-eYFP + Vif (tagged APOBEC3F with the HIV-1 protein that degrades it), YFP fluorescence increase | Potency, µM (highest dose often 46.1 µM), without a hit: top-dose activity, negative = active | 390,000 tested, 0.2% active | AID 602313; also: potency is read from the fitted curve at half-maximal effect; % of control where 0% means no effect; nearly all actives have a fitted effect of over 65% in size
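HeLa cells stably expressing A3F-eYFP plus Vif, plated and incubated overnight at 37 deg C, then exposed to compounds overnight at 37 deg C. Blocked degradation read as raised yellow fluorescence (Ex 488/Em 500-530).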
D1 potentiator: enhances dopamine response at the human D1 receptor | HEK293 TREx D1 cells, calcium flux, dopamine EC20 potentiation | potentiation, % at 10 µM | 360,000 tested, 0.036% active | AID 504651; in the data active = potentiation above about 30%; also: 0% is about no effect
Target sequence (P21728 whole entry, looked up): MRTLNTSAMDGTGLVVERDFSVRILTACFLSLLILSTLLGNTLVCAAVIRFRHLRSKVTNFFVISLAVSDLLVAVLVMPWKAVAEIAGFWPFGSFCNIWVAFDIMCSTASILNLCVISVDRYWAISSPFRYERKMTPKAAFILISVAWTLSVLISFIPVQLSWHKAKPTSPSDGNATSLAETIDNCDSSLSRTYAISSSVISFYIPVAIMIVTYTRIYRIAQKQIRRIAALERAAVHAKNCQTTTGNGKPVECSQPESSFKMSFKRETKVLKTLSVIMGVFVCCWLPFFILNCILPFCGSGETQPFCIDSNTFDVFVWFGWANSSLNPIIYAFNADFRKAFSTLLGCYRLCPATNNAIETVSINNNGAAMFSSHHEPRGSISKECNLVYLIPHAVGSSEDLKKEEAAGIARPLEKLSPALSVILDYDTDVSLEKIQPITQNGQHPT
D1 antag: blocks dopamine activation of the human D1 receptor; P21728; HEK293 TREx D1 cells, calcium flux, dopamine EC80; stronger effect = lower value; activity change, negative = inhibition, % at 10 µM; 360,000 tested, 3.2% active; AID 504652; in the data active = activity change below about -30%; also: % is scaled to controls: 0 for no effect and ±100 for the full control effect
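Antagonism measured as reduced calcium response to an EC80 dopamine addition following 180 s compound pre-read; cells were inducible HEK293 Trex D1 plated overnight at 30 C, read kinetically at 1 cycle/sec.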
D1 agonist: human D1 receptor agonism; activation, % at 2 µM; 360,000 tested, 1% active; P21728; HEK293 T-REx D1 cells, calcium flux, agonist mode; in the data active = activation above about 30%; also: 0% is about no effect
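Tetracycline-induced HEK293 TREx D1 cells, force-coupled to calcium signalling, were dye-loaded with a no-wash calcium kit. Compound was pin-added after a 10 s baseline. Fluorescence was read kinetically at 1 cycle/s for 180 s, with calcium rises flagged as agonism.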
Vif-APOBEC3G blk: blocks the Vif interaction with human APOBEC3G | Potency, µM (top dose mostly 46.1 µM), without a hit: at the top dose activity, negative = active, usual class: inhibitors | HeLa A3G-eYFP + Vif (tagged APOBEC3G with the HIV-1 protein that degrades it), YFP fluorescence, overnight | Q9HC16 | 410,000 tested, 0.076% active | AID 602310;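 also: potency is read from the fitted curve at half-maximal effect; % is scaled to controls: 0 for no effect and ±100 for the full control effect; nearly all actives have a fitted effect of over 60% in size; hits raise eYFP signal because A3G escapes Vif-driven loss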
Target sequence (Q9HC16 whole entry, looked up): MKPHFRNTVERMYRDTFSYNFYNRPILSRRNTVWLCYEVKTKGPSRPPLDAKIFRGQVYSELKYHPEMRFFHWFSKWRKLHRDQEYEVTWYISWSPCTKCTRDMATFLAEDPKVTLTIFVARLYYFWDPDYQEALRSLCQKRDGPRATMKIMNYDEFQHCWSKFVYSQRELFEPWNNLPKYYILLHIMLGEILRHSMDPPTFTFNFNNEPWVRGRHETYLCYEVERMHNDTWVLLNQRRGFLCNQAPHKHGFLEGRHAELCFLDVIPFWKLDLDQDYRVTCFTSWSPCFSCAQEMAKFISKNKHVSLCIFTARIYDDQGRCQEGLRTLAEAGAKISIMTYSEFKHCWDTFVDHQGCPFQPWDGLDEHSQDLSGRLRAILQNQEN
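Read-out is eYFP fluorescence (Ex 488/Em 500-530) from Vif-expressing HeLa A3G-eYFP cells; more signal means A3G escaped Vif-mediated degradation. Cells plated overnight, compound pinned in, incubated overnight at 37 deg C.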
LDHA inh: inhibitors of human lactate dehydrogenase A. 480,000 tested, 0.15% active. AID 1347041. activity change, % (values are at about 110 or 230 µM). purified LDHA, NADH/diaphorase-resazurin fluorescence; stronger effect = lower value. P00338; in the data active = activity change below about -30%; inconclusive = mostly about -25% to -30%;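 also: plate controls were DMSO wells for no effect and wells without enzyme for full effect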
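Resorufin fluorescence (ex540/em590), read at 0 and 20 min after diaphorase/resazurin addition, reports the NADH left after a 5 min room-temperature reaction of 2 nM human LDH5 with 0.06 mM NADH and 0.2 mM pyruvate.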
Glioma ERSR ind: inducers of ER stress response in human glioma cells. U87-MG GRP78 promoter luciferase reporter, 16 h. Potency, µM, without a hit: at the top dose activation, actives largely listed as activators. 420,000 tested, 0.02% active; also: potency is read from the fitted curve at half-maximal effect; series mostly up to about 76 µM; % of control where 0% means no effect; nearly all actives have a fitted effect of over 35% in size
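Stably transfected U87-MG glioma cells carrying a GRP78-based luciferase sensor; 16 h compound incubation. Luminescence end-point read 10 min after Bright-Glo addition at room temperature.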
RXFP1 agonist: RXFP1 (human) receptor agonism; 370,000 tested, 0.3% active; HEK293T-RXFP1 cAMP TR-FRET, 30 min; response scale: percent of porcine relaxin response, buffer zero; Potency, µM (titrated, usually from 57.5 µM), for inactives: top-dose activation, most hits filed as activators; Q9HBX9; also: potency is read from the fitted curve at half-maximal effect; % is scaled to controls: 0 for no effect and ±100 for the full control effect; nearly all actives have a fitted effect of over 60% in size; many of its hits are not listed in these tables
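Agonist response is measured as cAMP accumulation in an RXFP1-transfected HEK293T line under PDE4 inhibition. Values are scaled between buffer-only and 29 nM porcine relaxin, and EC50s come from standard Hill equation fits.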
Active calls of the source: *; ? = inconclusive; nt = not tested or not shown; & = joins results of further samples. Unless noted, calls follow the shape of the dose curve; as a rule, active = well fitted curve in the direction sought with a large enough effect; inconclusive = small, poorly fitted or top-dose-only effect, or another doubt; inactive = no such curve, though single readings can be large; an effect the other way counts as inactive or inconclusive. This is a subset; the hit share may differ from the screen's.

SMILES | D2 PAM | Vif-APOBEC3F blk | D1 potentiator | D1 antag | D1 agonist | Vif-APOBEC3G blk | LDHA inh | Glioma ERSR ind | RXFP1 agonist
O=C(COC(=O)Cc1ccc(S(=O)(=O)N2CCOCC2)s1)NCCc1ccccc1 | -1 | -3% | 0 | 3 | 2 | 1% | 4 | -4% | 4.7%
CCN(CC)C(=O)c1ccc(Nc2nnc(C)c3ccccc23)cc1 | -1 | 0% | -9 | -4 | 0 | -1% | -7 | -4% | 1.3%
OC[C@@H]1[C@@H](c2ccc(F)cc2)C(c2ccccc2)=NN1c1ccccc1 | nt | 5% | nt | nt | nt | -22% | 2 | -12%&-2% | nt
COc1ccc(C)cc1S(=O)(=O)N1CCC(C)CC1 | -7 | 2% | -4 | -8 | 0 | 1% | -15 | -1% | -0.7%
Cc1cccc(CCNC(=O)c2cc3c(=O)[nH]c4ccc(C)cc4c3s2)c1 | -5 | -7% | -4 | -10 | 0 | -4% | -5 | 0% | 6.6%
COC(=O)C1=C(C)NC(=O)CC1c1ccccc1 (stereo not given) | -2 | -20% | 15 | 4 | 2 | -2% | -5 | -4% | -0.1%
CCC(C(=O)Nc1ccc(C)c(C)c1)n1c(=O)c(C(F)(F)F)nc2ccccc21 (stereo not given) | 2 | -6% | 1 | -15 | 2 | 6% | -11 | -1% | 5.2%
COc1ccc(-c2nnc(SCC(=O)Nc3cccc(Cl)c3)o2)cc1 | 0 | -16% | -6 | -24 | 6 | -8% | -13 | -1% | 3.3%
Cc1nc(N2CCCC2)c2nnn(Cc3ccccc3Cl)c2n1 | 2 | -7% | 1 | 3 | 1 | -1% | 2 | -2% | 1.2%
CCCCCCn1c(N(CC)CC)nc2c1c(=O)[nH]c(=O)n2C | 0 | -3% | 4 | 5 | 0 | -1% | -9 | 6% | 3.1%
COC(=O)C(C)Oc1ccc(-c2nccc(-c3ccccn3)n2)cc1 (stereo not given) | 11 | -6% | -5 | 0 | 1 | 1% | -2 | 0% | 0.6%
Cc1ccc(/C=N/NC(=O)c2nnn(-c3nonc3N)c2CNc2ccccc2)cc1 | 10 | 4% | -2 | -1 | 2 | -12% | -1 | 0% | 1.9%
CN(CC(=O)Nc1cccc(S(=O)(=O)NC2=NCCC2)c1)Cc1cccc(F)c1 | 3 | -11% | -5 | -3 | 3 | -4% | -1 | -1% | 2.0%
CCCCCOc1ccc(C(=O)NC(C(=O)O)C(C)C)cc1 (stereo not given) | -13 | 4% | -2 | 0 | 5 | 0% | -6 | -1% | 0.6%
CCCC(CCC(=O)Nc1cc([N+](=O)[O-])ccc1O)C(=O)O (stereo not given) | 3 | 8% | -4 | 7 | 2 | 0% | -1 | -2% | -1.5%
COc1ccc(CNC(=O)COC(=O)c2cc(S(=O)(=O)N3CCOCC3)ccc2O)cc1OC | nt | 2% | nt | nt | nt | -1% | -2 | -5% | nt
Cc1ccc(-n2nc(C(=O)Nc3ccc(Cl)cn3)c3c4ccccc4n(C)c3c2=O)cc1 | 16 | -7% | -3 | -10 | 0 | 0% | -6 | 0% | 0.1%
CC(C)CNC(=O)C(=O)Nc1ccc2c(c1)N(S(=O)(=O)c1cccs1)CCC2 | 4 | ? | -2 | 4 | 7 | -9% | -14 | 1% | 1.9%
CCOC(=O)C1CCN(C(=O)Nc2ccc(OC)c(OC)c2)CC1 | 6 | -2% | -4 | -22 | 1 | 1% | 7 | -3% | 0.1%
CCOC(=O)Nc1ccc2c(c1)Cc1cc([N+](=O)[O-])ccc1-2 | nt | 2% | nt | nt | nt | -8% | -3 | -1% | nt
CC(C)(C)N1C(=O)c2ccc(C(=O)O)cc2C1=O | 11 | -3% | 2 | 10 | 2 | -8% | -2 | 2% | 1.3%
COc1ccc(S(=O)(=O)N/N=C\c2ccc([N+](=O)[O-])o2)c(OC)c1 | -6 | -6% | -17 | -2 | 0 | 1% | 6 | -2% | 4.2%
O=C(COc1cccnc1[N+](=O)[O-])Nc1c(Cl)cccc1Cl | nt | 4% | nt | nt | nt | 0% | -9 | 1% | nt
CCOc1ccc(Oc2c(/C=N/NC(=O)C3CC3)c(C)nn2-c2ccccc2)cc1 | 9 | -2% | -8 | -18 | 2 | -1% | -6 | -4% | 4.4%
O=C1C2C(C(=O)N1/N=C/c1cc([N+](=O)[O-])ccc1O)C1C=CC2C12CC2 (stereo not given) | nt | -2% | nt | nt | nt | -4% | -10 | -4% | 2.0%
CSc1cccc(NC(=O)CSc2ccccc2)c1 | -9 | nt | -3 | -5 | 4 | -7% | 0 | 4% | 0.4%
COc1ccc(NC(=O)C2CCCN(S(=O)(=O)c3ccccc3)C2)c(OC)c1 (stereo not given) | 0 | 0% | -8 | 9 | 2 | 3% | 2 | -8% | 0.0%
COc1ccc(CCNC(=O)CN(C2CCCCC2)S(C)(=O)=O)cc1 | -6 | 2% | -5 | -9 | 2 | -5% | 0 | -5% | 0.3%
COc1cccc(-c2cc(C(=O)Nc3ccn(Cc4ccc(C)cc4)n3)no2)c1 | 3&-12 | -13%&0% | -8&4 | 35&22 | 23&27 | 1%&2% | -13&-4 | 1%&-6% | 0.2%&-1.3%
CCCCN(CC(=O)NC1CC1)S(=O)(=O)c1ccc(OCC)cc1 | 17 | 4% | 4 | -9 | 1 | -1% | -8 | -5% | -1.1%
O=C1CCCS(=O)(=O)c2ccccc21 | -4 | -3% | -1 | -3 | 3 | -1% | -2 | 3% | -0.9%
CC(C)c1cnc2c(c1SCC(=O)NCc1ccccc1)c(=O)n(C)c(=O)n2C | -5 | 3% | 2 | 3 | 0 | 1% | -5 | -1% | 0.2%
COCCC1CCCCN1Cc1cn(-c2ccccc2)nc1-c1ccc2c(c1)OCO2 (stereo not given) | -13 | 6% | -1 | 8 | 3 | 0% | -1 | -2% | -1.6%
Cc1ccc(C(=O)Oc2coc(CSc3nnc(NC(=O)c4cccs4)s3)cc2=O)cc1C | -3 | -16% | 0 | -11 | 0 | -12% | -7 | -1% | -1.1%
COc1cc(CN(C(=O)COc2ccc(C)cc2)c2ccccn2)cc(OC)c1OC | -2 | 0% | 2 | 3 | -2 | -4% | -5 | -2% | 1.7%
O=C(NN=Cc1ccc(Cl)cc1Cl)C1CC1 | nt | 13% | nt | nt | nt | 0% | -5 | 4% | nt
C=CCn1c(-c2c(C)nc3cc(C)ccn23)n[nH]c1=S | -1 | 1% | -2 | -21 | 1 | 5% | -3 | 3% | -0.7%
CCNc1nc(NC(C)C)nc(N(C#N)CC(=O)OC)n1 | nt | -12% | -2 | -25 | 1 | -3% | -17 | -2% | -1.3%
O=C(CCCOc1ccc(Cl)cc1Cl)Nc1ccncc1 | -14 | -6% | 1 | -6 | 9 | -8% | -5 | 1% | 1.3%
Cc1cc(Nc2cccc(Cl)c2)nc2ccc(NC(=O)Cc3c(F)cccc3Cl)cc12 | -8 | 1% | -1 | -8 | 1 | 3% | -15 | -3% | 4.0%
Cc1ccc(OCC(=O)Nc2ccc3c(c2)nc(CCN2CCOCC2)n3C)cc1 | 9 | -11% | -2 | 5 | 1 | -1% | 7 | -5% | 0.3%
Cc1ccc(C)c(NC(=S)NCCN(C2CCCCC2)C2CCCC2)c1 | nt | -7% | 2 | 10 | 28 | -11% | -8 | -8% | -0.5%
Cc1onc(-c2c(Cl)cccc2Cl)c1C(N)=O | -2 | 3% | -2 | 6 | 2 | -1% | -1 | -2% | 0.0%
Cc1cc(N2CCOCC2)nc(SCc2c(Cl)cccc2Cl)n1 | 12 | ? | 5 | 28 | 4 | -14% | 4 | -7% | 0.1%
O=C(Nc1nccs1)c1cc(-c2ccncc2)nc2ccccc12 | nt | 0% | 0 | 9 | 0 | -7% | 1 | -2% | 2.7%
CC(C)[C@H](NC(=O)OCc1ccccc1)C(=O)OCc1ccccc1 | nt | -1% | -4 | -25 | 12 | -1% | -2&7 | -3% | 0.0%
COC(=O)c1sc(S(=O)(=O)N2CCC(C)CC2)c(C(=O)OC)c1C | 2 | -1% | -1 | 0 | 7 | -4% | -4 | -3% | 0.3%
O=C(CCCCCN1C(=O)CCC1=O)Nc1ccc(Cl)c(C(F)(F)F)c1 | 4 | -7% | -8 | -8 | 12 | 2% | -1 | -1% | -0.8%
Cc1ccc(CCNC(=O)CCCc2nnc3n(C)c(=O)c4sccc4n23)cc1 | -19 | nt | -1 | -6 | 5 | nt | -4 | nt | ?
CC1(C)N=C(c2cccs2)C(C)(C)N1O | -2 | -7% | -5 | 4 | 0 | 0% | -3 | -10% | 1.4%
COc1ccc(C)cc1S(=O)(=O)N(C)CC(=O)NCc1ccccn1 | 5 | -1% | -2 | 3 | 4 | 0% | -12 | -4% | -0.8%
CNC(=S)N1CCc2ccccc2C1 | -23 | -10% | 1 | 8 | 3 | 0% | -6 | -1% | -1.3%
CCOC(=O)c1sc2nc(CC(=O)OC)nc(NCC(=O)OC)c2c1C | -3 | 4% | -8 | -16 | 3 | 2% | -1 | 2% | 1.0%
CCOc1ccc(OCC)c(NC(=O)C2COc3ccccc3O2)c1 (stereo not given) | -8 | -2% | 3 | 1 | 3 | 5% | 1 | -1% | -0.4%
COc1ccc(NS(=O)(=O)c2ccc(C)c(C(=O)NNC(=O)c3ccccc3O)c2)cc1 | 4 | 8% | -5 | 0 | 0 | -3% | 3 | -5% | 0.2%

Entries of single compounds as entered above.
Shown for Cc1ccc(CCNC(=O)CCCc2nnc3n(C)c(=O)c4sccc4n23)cc1 → D2 PAM: -19; Vif-APOBEC3F blk: nt; D1 potentiator: -1; D1 antag: -6; D1 agonist: 5; Vif-APOBEC3G blk: nt; LDHA inh: -4; Glioma ERSR ind: nt; RXFP1 agonist: ?
Shown for COc1ccc(C)cc1S(=O)(=O)N(C)CC(=O)NCc1ccccn1 → D2 PAM: 5; Vif-APOBEC3F blk: -1%; D1 potentiator: -2; D1 antag: 3; D1 agonist: 4; Vif-APOBEC3G blk: 0%; LDHA inh: -12; Glioma ERSR ind: -4%; RXFP1 agonist: -0.8%
